RAD54 branch = inhibitors of human RAD54 branch migration, primary screen, biochemical, fluorescence, single point; DNA repair and recombination protein RAD54-like (Homo sapiens), Q92698; RAD54 Holliday junction branch migration, FAM/BHQ fluorescence; inhibition, % at 10.4 µM; 0.14% of 360,000 active; AID 602329, 2012;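 active = mean normalized replicate activity at least 40 and at least half of replicates scoring 40 or more; inconclusive = only one of the two criteria met; inactive = mean below 40 and under half of replicates reaching 40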;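 also: 0% = median of neutral control wells and 100% = median of positive control wells; inhibitors cause a drop in the FAM fluorescence signal; in these data hits start at about 50%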
E-sel inducer = E-selectin induction in HUVECs, primary screen, imaging, HUVEC, immunofluorescence imaging, single point | P16581 | normalized: neutral wells 0, TNF-alpha wells 100 | 0.37% of 260,000 active | activation, % at 7.58 µM;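 active = mean E-selectin-positive cell signal at least 10% of the positive control, reached in at least 60% of replicates, without over 20% cell loss; inconclusive = no rule given, readout overlaps actives, possibly toxicity-flagged; inactive = the rest, including those meeting only one limit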;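 also: in these data hits start at about 27%; measured in HUVEC primary endothelial cells; signal is the percent of cells scored E-selectin positive by PE staining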
Target sequence (P16581 whole entry, looked up): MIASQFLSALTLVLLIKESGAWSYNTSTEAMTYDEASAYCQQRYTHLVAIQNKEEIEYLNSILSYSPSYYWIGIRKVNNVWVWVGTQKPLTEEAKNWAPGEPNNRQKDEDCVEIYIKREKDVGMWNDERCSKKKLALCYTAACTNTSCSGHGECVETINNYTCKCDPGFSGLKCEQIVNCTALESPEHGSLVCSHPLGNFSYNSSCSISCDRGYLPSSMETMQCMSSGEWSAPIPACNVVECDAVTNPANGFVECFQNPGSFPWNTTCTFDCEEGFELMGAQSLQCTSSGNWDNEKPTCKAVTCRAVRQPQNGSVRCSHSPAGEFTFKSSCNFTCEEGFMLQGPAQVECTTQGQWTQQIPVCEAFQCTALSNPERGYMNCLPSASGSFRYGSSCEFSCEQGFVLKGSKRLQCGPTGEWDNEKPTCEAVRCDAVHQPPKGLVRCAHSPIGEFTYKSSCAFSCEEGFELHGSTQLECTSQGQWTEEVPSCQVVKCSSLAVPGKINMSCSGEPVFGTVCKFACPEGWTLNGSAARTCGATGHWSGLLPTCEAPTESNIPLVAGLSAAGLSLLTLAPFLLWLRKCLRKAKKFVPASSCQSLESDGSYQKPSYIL
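Assay system: HUVEC, human umbilical vein endothelial cells / Amount: 3,000 HUVEC/well / Controls: TNF-alpha positive control, DMSO neutral control / Compound dosing: single concentration / Medium: EGM-2 over gelatin coat / Evaluation: percent E-selectin-positive cells / Signal: immunofluorescence imaging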
DENV2 CPE rescue = inhibitors of DENV2 cytopathic effect, primary screen, cell-based, plate reader, single concentration; DENV2-infected cells, cytopathic effect rescue; CPE inhibition, % at 9.99 µM; 1.7% of 350,000 active; in the data active = CPE inhibition above about 20%, passing the limit was not always enough; inconclusive = no clear call, values can overlap the other calls; tested in BHK-21 cells;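 also: 0% = median of neutral control wells and 100% = median of positive control wells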
Xi reactivation = activators of inactive X chromosome reactivation, primary screen, imaging, XiGFP fibroblasts, GFP high-content imaging, set 2; XiGFP mouse fibroblasts, % GFP-positive cells imaging, 3 d; cells co-treated with 5-aza-dC sensitizer; scaled so ellipticine positive control = 100%; activation, % at 7.58 µM; 0.055% of 360,000 active;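 active = mean normalized replicate activation at least 10% and every replicate at or above 10%; inconclusive = only one of the two criteria met; inactive = mean below 10% and not all replicates reach 10%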;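 also: 0% = median of on-plate neutral control wells and 100% = ellipticine 6 µM median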
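Material: XiGFP fibroblasts, SV40-immortalized; Buffer or medium: DMEM containing 5-aza-dC; Compound dosing: single point; Times: 3 days compound exposure.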
Casp6 inh = human caspase-6 inhibitors, primary screen, biochemical, VEID-R110 fluorescence, single point, set 2 | P55212 | purified caspase-6, Z-VEID-R110 cleavage fluorescence | inhibition, % at 12.5 µM | 0.53% of 350,000 active | AID 686996, 2013;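 active = mean inhibition across replicates at least about 35%, with every replicate also reaching that limit, limit read from the data; inconclusive = only one of the two criteria met; inactive = neither criterion met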;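 also: 0% = median of neutral control wells and 100% = no fluorescence left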
Target sequence (P55212 24-179 limits assumed): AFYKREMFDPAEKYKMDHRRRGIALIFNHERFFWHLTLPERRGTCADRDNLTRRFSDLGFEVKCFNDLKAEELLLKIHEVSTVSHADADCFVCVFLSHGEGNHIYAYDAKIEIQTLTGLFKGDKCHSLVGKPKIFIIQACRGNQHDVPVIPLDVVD
Target sequence (P55212 194-293 limits assumed): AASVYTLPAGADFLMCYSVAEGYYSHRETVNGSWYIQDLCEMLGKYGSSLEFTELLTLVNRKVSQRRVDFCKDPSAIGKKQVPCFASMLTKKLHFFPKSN
GSIS activator = GLuc luminescence reporter in INS-1E cells, primary screen for activators of glucose-dependent secretion of insulin | 0.61% of 370,000 active | activation, % at 16.6 µM | INS-1E GLuc reporter insulin secretion, 2-3 h | AID 743287, 2014;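 active = lowest replicate activation of at least 40%, so every replicate reaches that level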;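 also: 0% = median of neutral control wells and 100% = median of IBMX positive control wells; some compounds called inactive have numbers as strong as hits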
RAD52 anneal inh = RAD52 DNA annealing inhibitors, primary screen, biochemical, FRET, single point, set 2; DNA repair protein RAD52 homolog (Homo sapiens), P43351; recombinant RAD52 DNA annealing, FRET fluorescence; inhibition, % at 18.7 µM; 0.46% of 360,000 active;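 active = every replicate showing at least 50% inhibition; inconclusive = mean inhibition at least 50% but not in every replicate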
F508del corr = F508del CFTR correction, initial screen, CFBE line, single point; CFBE cells, YFP halide quenching; stimulated with forskolin plus potentiator P3; % fluorescence drop versus neutral controls; 0.36% of 350,000 active; AID 720511, 2013; activity (quench increase), % at 7.58 µM;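 active = mean added fluorescence quench of at least 8% versus neutral control, with both replicates also reaching 8%; inconclusive = only one of the mean or replicate conditions met; inactive = mean below 8% and not both replicates reaching 8%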;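 also: cells transiently co-express mutant CFTR-F508del with the halide-sensitive YFP; corrector assay measuring rescue of mutant channel to the surface after 24 h compound exposure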
The depositor's hits bear a star; ? = inconclusive; nt = not tested or not shown; & = joins results of further samples.

structure,DENV2 CPE rescue,GSIS activator,Xi reactivation,E-sel inducer,F508del corr,RAD52 anneal inh,RAD54 branch,Casp6 inh
CCC(=O)N1C[C@@H]2[C@H](c3ccccc31)[C@H](CO)N2Cc1cc(F)ccc1F,?,11,-0.1,0.0,2.4,-6,3,2
Cc1cc(C)c(NC(=O)C(C)c2cccc(C(=O)c3ccccc3)c2)c(C)c1 (stereo not drawn),nt,-9,nt,nt,1.1,-12,nt,-2
Cc1ccc(S(=O)(=O)N(C)C[C@H]2Oc3ccc(NC(=O)CCN4CCOCC4)cc3C(=O)N([C@H](C)CO)C[C@@H]2C)cc1,-6,9,-0.3,-0.1,-0.9,-1,-1,0
Cn1cccc1Cc1nnc(SCC(=O)Nc2cccc(Cl)c2)n1-c1ccc(F)cc1,1,-16,0.2,0.0,-2.4,-9,-11,2
COc1ccccc1NC(=O)Cn1cc(C(=O)C2CC2)c2ccccc21,16,-12,-0.1,-0.1,-2.5,-7,-2,-1
CCC(C)C(N=C1NS(=O)(=O)c2ccccc21)C(=O)N1CCC(C)CC1 (stereo not drawn),8,6,0.5,-1.3,0.8,-10,nt,4
CC(=O)C1=C(O)C(=O)N(c2nccs2)C1c1ccccc1F (stereo not drawn),-4,-41,0.1,-0.2,-0.4,-19,nt,-4
CC(=S)c1c(C)cc2cc(C)ccn12,2,-6,0.0,-2.6,1.5,-8,nt,-1
CC(C)NC(=O)N1[C@@H](CO)[C@@H]2c3ccccc3N(C(=O)Nc3cccc(Cl)c3)C[C@@H]21,-5,-12,0.0,-0.1,-1.4,-13,2,3
O=C(CSc1ccc(-c2ccco2)nn1)N1CCCC1,nt,10,-0.1,0.2,0.4,-8,-7,8
COc1cccc(NC(=O)CN(C)C(=O)c2oc3c(ccc4ccccc43)c2C)c1,-11,-10,0.0,-0.1,0.1,2,-2,0
O=C(OCCN1CCCCC1)c1ccccc1F,-9,4,0.1,nt,-2.0,1,-5,-1
O=C(C1CCCN(S(=O)(=O)c2ccc(Cl)cc2)C1)N1CCCC1 (stereo not drawn),12,-3,0.0,0.1,-1.2,-9,-1,2
CO[C@H]1CN(C)C(=O)c2cc(NC(=O)C3CCCCC3)ccc2OC[C@@H](C)NC[C@@H]1C,-8,-1,0.0,-0.1,0.5,-10,7,1
CN(C)CC#Cc1ccc([C@H]2[C@@H](CO)N3CCCCN(C(=O)Nc4ccc(F)cc4)C[C@@H]23)cc1,-10,2,0.0,0.0,2.0,4,12,-40
Cc1ccc(C(=O)NCc2ccco2)o1,-2,0,0.4,-0.2,-1.0,-35,-15,11
CNC(=O)C[C@@H]1CC[C@H]2[C@@H](COc3ccc(NC(=O)c4cscn4)cc3C(=O)N2C)O1,-5,10,-0.2,0.1,1.9,nt,1,nt
CCCC#Cc1ccc2c(c1)O[C@H](CN(C)C(=O)CC)[C@H](C)CN([C@@H](C)CO)S2(=O)=O,-2,-10,0.0,-0.1,-2.1,3,7,-2
CCNC(=S)NCc1ccc(Cl)cc1,nt,-21,nt,nt,nt,-10,-6,-1
COc1ccc2nc(C)cc(NCCN3CCOCC3)c2c1,-1,-4,0.0,0.0,0.4,3,23,-7
CCc1c(O)nc(SCc2nc3ccccc3c(=O)[nH]2)[nH]c1=O,-8,10,-0.1,nt,0.4,-22,nt,-3
O=C(C[C@@H]1C[C@H]2c3cc(NS(=O)(=O)c4ccc(F)cc4)ccc3O[C@H]2[C@@H](CO)O1)NCC1CC1,-4,2,0.0,0.7,0.5,nt,6,nt
Cc1ccc(SCCC(=O)OCn2nnc3ccccc3c2=O)cc1,3,3,0.2,0.8,1.6,-4,nt,0
Cn1c(N)c(N2CCN(c3ccccc3)CC2)c(=O)[nH]c1=O,10,-11,0.0,nt,-1.5,-14,-5,0
CCOC(=O)c1c(C)n(-c2ccccc2)c2ccc(O)cc12,5,8,0.0,-5.2,-0.5,-8,1,-2
O=C(CCSCc1ccccc1Cl)NC1CCCC1,nt,-19,0.0,-0.5,nt,nt,-1,nt
COc1ccc(C(=O)NNC(=O)C23CC4CC(CC(C4)C2)C3)cc1OC,2,2,-0.1,3.6,-1.5,-4,18,-2
CC1CC(C)CN(CC(=O)N2CCOCC2)C1 (stereo not drawn),10,9,1.6,0.6,-2.2,-8,nt,1
O=C(C[C@@H]1CC[C@@H]2NC[C@@H](O)COC[C@H]2O1)Nc1ccccc1,0,-1,0.2,0.0,-1.1,6,6,-1
CN1c2ccc(Br)cc2[C@H]2[C@H](CCN2C(=O)C2CC2)[C@@H]1CO,12,10,0.0,0.0,2.6,-7,-2,1
C[C@@H]1CCCCO[C@H](CN(C)C(=O)NC2CCCCC2)[C@@H](C)CN([C@@H](C)CO)C(=O)c2cc(N(C)C)ccc2O1,1,-20,0.1,-0.2,-2.0,0,-4,-1
CCCc1ccc(C(=O)NNC(=O)c2ccc(Br)cc2)cc1,nt,-5,-0.2,1.2,nt,nt,-3,nt
O=C(CCC1CCCC1)NCCS(=O)(=O)N1CCN(c2ccccc2)CC1,18,-6,0.0,0.7,-0.7,-5,2,2
CCOc1ccc(-n2c(SCC(N)=O)nc3c([nH]c4ccccc43)c2=O)cc1,6,-2,-0.2,0.4,-0.1,-13,-12,-7
COc1ccc2c3c(n(C)c2c1)[C@@H](CO)N(S(C)(=O)=O)CC31CCN(Cc2nccs2)CC1,-8,1,0.0,0.5,-0.4,16,nt,0
CCS(=O)(=O)N1CCC2(CC1)CN(S(=O)(=O)c1cccc(OC)c1)[C@H](CO)c1[nH]c3cc(OC)ccc3c12,9,0,0.2,-0.1,-1.2,1,nt,nt
COC(=O)C1=C(C(=O)OC)[C@@H]2N(C)c3ccccc3[C@@]23C[C@@H](C(=O)OC)N=C3N1,4,-2,0.1,-0.1,2.8,-4,-13,0
COc1ccc2c(c1)CCc1c(C(=O)NCc3cccnc3)noc1-2,4,-4,nt,nt,3.2,2,8,1
COCCNC(=O)C1(C)CCN(C(=O)C2(c3ccc(Cl)cc3)CCCC2)C1 (stereo not drawn),9,1,0.1,nt,1.9,-10,-11,-2
COCC(=O)N1C[C@H](C)[C@H](OC)CN(C)C(=O)c2ccc(NS(C)(=O)=O)cc2OC[C@@H]1C,2,-4,0.2,-0.1,-1.9,5,10,nt

Arranged by length of the SMILES (rising): part of the list above
structure,DENV2 CPE rescue,GSIS activator,Xi reactivation,E-sel inducer,F508del corr,RAD52 anneal inh,RAD54 branch,Casp6 inh
COc1ccc2c(c1)CCc1c(C(=O)NCc3cccnc3)noc1-2,4,-4,nt,nt,3.2,2,8,1
O=C(CCC1CCCC1)NCCS(=O)(=O)N1CCN(c2ccccc2)CC1,18,-6,0.0,0.7,-0.7,-5,2,2
COc1ccc2c3c(n(C)c2c1)[C@@H](CO)N(S(C)(=O)=O)CC31CCN(Cc2nccs2)CC1,-8,1,0.0,0.5,-0.4,16,nt,0
C[C@@H]1CCCCO[C@H](CN(C)C(=O)NC2CCCCC2)[C@@H](C)CN([C@@H](C)CO)C(=O)c2cc(N(C)C)ccc2O1,1,-20,0.1,-0.2,-2.0,0,-4,-1

Next results follow:
structure,DENV2 CPE rescue,GSIS activator,Xi reactivation,E-sel inducer,F508del corr,RAD52 anneal inh,RAD54 branch,Casp6 inh
Nc1ccc(S(=O)(=O)O)cn1,7&0,-2&15&14,0.0&-0.2&0.0,7.9&-0.2,-6.1&-2.2&0.4,-16&-7&-3,11&7,1&2&-6
CC1CCCN(C(=O)C2CCN(S(=O)(=O)c3cccs3)CC2)C1 (stereo not drawn),-4,5,-0.8,-1.2,3.2,-10,8,1
COc1ccc(-c2ccc(C3[C@H]4CNC[C@@H]3N4S(=O)(=O)c3cccc(OC)c3)cc2)cc1 (stereo partly drawn),7&10,-13&-28,0.1&0.1,0.1&0.7,1.0&-1.6,24&44,nt,0&0
ClCC1=Nc2ccccc2Cc2ccccc21,-6,nt,0.0,0.0,2.2,-9,4,1
COc1ccc(N(CC(=O)N2CCCCCC2)S(=O)(=O)c2ccc(OC)c(OC)c2)cc1,12,2,0.0,0.1,1.6,-19,3,-3
Cc1cccc(NC(=O)CCN2C(=O)c3cccc([N+](=O)[O-])c3C2=O)c1,-2,6,0.1,0.0,0.4,1,1,2
C[C@H](NC(=O)C1CCN(S(=O)(=O)c2ccccc2)CC1)C(=O)NCc1ccc(Cl)cc1Cl,-2,12,0.0,0.4,0.2,-16,-11,0
CCn1ncc(CN2CCC(Oc3ccc(C(=O)N4CCCC4)cc3)CC2)c1C,2,13,0.1,nt,4.0,-2,-2,-4
C[C@H]1COC(=O)CCCC/C=C\C[C@H](CC(=O)N(CCO)Cc2ccccc2)C(=O)N1,?,13,0.0,0.1,-2.6,14,-9,7
COc1ccc(NC(=O)Nc2ccc3c(c2)C(=O)N([C@H](C)CO)C[C@@H](C)[C@H](CN(C)S(=O)(=O)c2ccc(C)cc2)O3)cc1,2,-13,0.3,11,-2.7,4,7,0
O=C(/C=C/c1ccccc1)Nc1ccc(NC(=O)c2cccs2)cc1,6,15,-0.1,0.0,1.2,10,5,0
COCc1c(C(=O)Nc2nnc(C3CC3)s2)oc2ccccc12,-4,nt,0.0,-0.9,0.6,10,-5,1
COc1cccc(C(O)c2nc(-c3cnn(C)c3)cs2)c1 (stereo not drawn),-3,nt,-0.1,-3.1,2.1,11,3,0

Assay outcomes deposited in PubChem BioAssay by Broad Institute.
